# TNAP activators – stimulation of alkaline phosphatase TNAP activity – biochemical, luminescent, no phosphate acceptor, uHTS, primary screen (AID 1001); purified TNAP, luminescent activation assay, no phosphate acceptor; higher activation fold means a stronger effect; one-dose activation fold at 20 µM; EC50 in µM for titrated hits; 200,000 compounds, 0.03% hits; in the data active = activation fold from about 3, or a potency from the dose series; inactive = the rest, 99 in 100 with activation fold below about 1.6; also: many of its hits are not listed in these tables
# Yfh1-off respiration – enhancers of respiration in Yfh1-depleted yeast, dose response, Friedreich's ataxia, plus single-dose screen (AID 1465) | S. cerevisiae Yfh1-off respiration, WST-1 reduction, 72 h; higher fold induction means a stronger effect | fold induction at 50 µM, or EC50 in µM where a hit was titrated | 220,000 compounds, 0.074% hits;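 active = fold induction of absorbance versus untreated yeast above a set limit, then at least 30% activation at any dose in follow-up; inconclusive = repeats straddling the limit, or above it without dose testing; inactive = fold induction below the set limit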;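 also: activators that raise dye reduction in frataxin-depleted yeast; strong numbers were not always called active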
# human PMI inhibition – inhibitors of human PMI, primary screen, biochemical, fluorescence intensity, coupled assay (AID 1209); purified PMI enzyme, coupled fluorescence intensity; higher % means a stronger effect; inhibition, % at 20 µM, or IC50 in µM where a hit was titrated; 190,000 compounds, 0.42% hits;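 also: plate controls were DMSO vehicle for no effect and wells lacking substrate for full effect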
# human PMI inhibitors – MPI inhibition at elevated mannose 6-phosphate – biochemical, fluorescence intensity, high mannose 6-phosphate, primary screen (AID 1220). recombinant PMI enzyme, coupled fluorescence intensity; higher % means a stronger effect. inhibition, % at 20 µM; hits with a dose series show IC50 in µM. 190,000 compounds, 0.66% hits
# P. falciparum M1AAP – malaria alanyl aminopeptidase activity blockers – biochemical, fluorogenic H-Leu-NHMec substrate, 1536-well (AID 1445) | recombinant M1AAP, H-Leu-NHMec fluorogenic kinetic assay; higher % means a stronger effect | inhibition, % at 30 µM, or IC50 in µM where a hit was titrated | 220,000 compounds, 0.42% hits;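 active = primary inhibition above the hit cutoff, then over 50% inhibition at one or more dose response concentrations, cut at about 23% in these data, passing the limit was not always enough; inconclusive = conflicting primary data, or primary hits not chosen for dose response; inactive = low primary inhibition, or under 50% at every dose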;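 also: plate controls were DMSO full reaction for no effect and no enzyme background for full effect; strong numbers were not always called active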
# XIAP displacement – small molecules displacing peptide from XIAP – biochemical, IAP family, fluorescence polarization (AID 1018); XIAP BIR domain, fluorescence polarization peptide displacement; higher % means a stronger effect; one-dose displacement, % at 20 µM; IC50 in µM for titrated hits; 200,000 compounds, 0.007% hits; in the data active = displacement above about 50%; also: a part of the inactive calls stands beside numbers as strong as those of hits
# LYP inhibition – PTPN22 lymphoid phosphatase activity blockers – biochemical, fluorescence intensity, uHTS (AID 1779). recombinant LYP phosphatase, fluorescence intensity; higher % means a stronger effect. 290,000 compounds, 0.054% hits. inhibition, % at 11.5 µM, or IC50 in µM where a hit was titrated;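 also: plate controls were vehicle with enzyme for no effect and no enzyme for full effect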
# WT yeast gro inh – growth inhibition of WT yeast, mitochondrial fusion screen. mitochondrial fusion phenotypic screen, WT strain. inhibition, % at 10 µM. 190,000 compounds, 2.1% hits; in the data active = inhibition above about 58%; tested in S. cerevisiae
# P. falciparum M17LAP – P. falciparum M17LAP inhibitors, primary screen, biochemical, fluorogenic H-Leu-NHMec substrate, 1536-well (AID 1619). recombinant M17LAP, H-Leu-NHMec fluorogenic kinetic assay; higher % means a stronger effect. inhibition, % at 30 µM; hits with a dose series show IC50 in µM. 220,000 compounds, 0.38% hits;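 active = compound inhibiting the enzyme by more than half at any dose during confirmatory dose-response retesting; inconclusive = strong single-dose inhibitors picked by rank but not retested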;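 also: plate controls were full reaction with DMSO carrier for no effect and no enzyme background for full effect; strong numbers were not always called active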
# WT yeast gro inh mutant strain – also measured in WT yeast gro inh; calls as there; inhibition, %; mitochondrial fusion phenotypic screen, mutant strain inhibition
# Numbers without * were called inactive; i = inactive; u = inconclusive; x = no result given. Rule as the data show it, unless noted: active = inhibition above about 50%; inactive = the rest.
# Each structure is followed by: TNAP activators, Yfh1-off respiration, human PMI inhibition, human PMI inhibitors, P. falciparum M1AAP, XIAP displacement, LYP inhibition, WT yeast gro inh, WT yeast gro inh mutant strain, P. falciparum M17LAP
- Cc1cc2nc(-c3ccc(SCC(=O)N4CCN(C(=O)c5ccco5)CC4)nc3)[nH]c2cc1C
 : 1, i, 3%, -3%, u, -6.2%, 1%, 15, 6, -3%
- O=[N+]([O-])c1ccc(OCCOCCOc2ccc([N+](=O)[O-])cc2)cc1
 : x, i, x, x, 1%, x, 1%, x, x, 8%
- Cc1cc(C)c(S(=O)(=O)NNC(=O)C2CCN(Cc3ccccc3)CC2)c(C)c1
 : 0.9, i, 6%, 6%, 6%, -0.1%, 3%, -6, -8, 12%
- COc1ccc(S(=O)(=O)Nc2cccc(-c3ccc4nncn4n3)c2)cc1F
 : 1, i, -10%, -9%, 0%, -4.5%, -6%, 2, -1, 12%
- COc1ccc(NC(=O)c2ccc3nccnc3c2)cc1
 : 1, i, -5%, -8%, 0%, -8.4%, -7%, 5, -8, 21%
- Cc1ccccc1-n1c(SCC(=O)Nc2ccc3c(c2)OCO3)nnc1-c1ccccn1
 : 1.1, i, 7%, 7%, 1%, -8.8%, 0%, -7, 4, 3%
- O=C(N/N=C/C(Cl)=C/c1ccccc1)c1ccccn1
 : 1, i, 12%, 4%, 8%, -4.5%, 1%, 0, -2, 5%
- Cc1ccc(C2=NC3(CCCCC3)N=C2SCC(=O)Nc2ccc3c(c2)OCCO3)cc1
 : 1, x, 20%, 22%, -3%, -2.8%, 0%, 52, 0, 1%
- O=C(/C=C/c1ccccc1[N+](=O)[O-])c1ccc(F)cc1
 : 1, i, 1%, 4%, 1%, -1.0%, -4%, -2, 4, 0%
- C/C(=N\NC(=O)c1ccc(C)cc1C)c1ccc2c(c1)Nc1ccccc1S2
 : 1.2, i, 10%, 4%, 0%, -6.2%, -4%, 10, -1, -2%
- O=C1CC(c2ccc3c(c2)OCO3)C2=C(CCCC2=O)N1 (stereo not given)
 : 1, i, 6%, 3%, -2%, -5.0%, -6%, -4, 2, -2%
- CCCOc1ccc(Cc2c(Cl)nc(SC)nc2N(C)C)cc1
 : 1.1, i, 12%, 2%, 0%, -13%, 1%, 64*, -18*, -11%
- CN(CP(=O)(O)CN(C)S(C)(=O)=O)S(C)(=O)=O
 : 1.1, i, 4%, -5%, -1%, -5.5%, -8%, 0, 4, 7%
- COc1ccc(C(=O)/C=C/c2ccc(F)cc2)c(OC(=O)c2ccc([N+](=O)[O-])cc2)c1
 : 1.1, i, 7%, 8%, -1%, -1.9%, 10%, -1, -6, -6%
- CC(C)N1C(=O)C2C(C(=O)NCc3ccccc3)C3C=CC2(O3)C1C(=O)NC(C)(C)C (stereo not given)
 : 1, i, -2%, 2%, 7%, -2.2%, -4%, 2, 2, 13%
- CCCC(=O)N(CCN(C(=O)CCC)c1ccccc1)c1ccccc1
 : 1.1, i, 4%, -3%, 6%, -8.1%, -9%, -5, -4, 0%
- Cc1ccc(-c2nnc3cccc(Cl)n23)cc1
 : 1.1, i, -12%, -11%, 4%, 0.0%, 1%, 9, 16, 5%
- CCn1c(Cc2ccccc2)nnc1SCC(=O)N1CCCCC1
 : 1.1, i, -4%, -5%, 4%, 0.7%, -1%, -5, -4, -3%
- Cc1ccccc1Nc1nnc(SCc2cc(=O)n3ccsc3n2)s1
 : 1, i, 3%, 6%, 5%, -6.8%, -1%, -2, 9, 28%
- COc1ccc(NC(=O)CSc2nnc(NC(=O)CN3CCOCC3)s2)cc1
 : 1.2, i, -1%, -2%, 4%, -0.9%, -5%, -14, -1, 7%

# An excerpt from above in order of count of non-hydrogen atoms, largest number first.
# Each structure is followed by: TNAP activators, Yfh1-off respiration, human PMI inhibition, human PMI inhibitors, P. falciparum M1AAP, XIAP displacement, LYP inhibition, WT yeast gro inh, WT yeast gro inh mutant strain, P. falciparum M17LAP
- Cc1cc2nc(-c3ccc(SCC(=O)N4CCN(C(=O)c5ccco5)CC4)nc3)[nH]c2cc1C
 : 1, i, 3%, -3%, u, -6.2%, 1%, 15, 6, -3%
- Cc1ccc(C2=NC3(CCCCC3)N=C2SCC(=O)Nc2ccc3c(c2)OCCO3)cc1
 : 1, x, 20%, 22%, -3%, -2.8%, 0%, 52, 0, 1%
- O=C1CC(c2ccc3c(c2)OCO3)C2=C(CCCC2=O)N1 (stereo not given)
 : 1, i, 6%, 3%, -2%, -5.0%, -6%, -4, 2, -2%

# The list continues.
# Each structure is followed by: TNAP activators, Yfh1-off respiration, human PMI inhibition, human PMI inhibitors, P. falciparum M1AAP, XIAP displacement, LYP inhibition, WT yeast gro inh, WT yeast gro inh mutant strain, P. falciparum M17LAP
- CCN(Cc1ccccc1)S(=O)(=O)c1ccc(S(=O)(=O)N2CCN(CCC#N)CC2)cc1
 : 1, i, 7%, 6%, 6%, -13%, 0%, 8, -5, 10%
- Cc1c(N=Cc2ccc(-c3ccc(Cl)cc3)o2)c(=O)n(-c2ccccc2)n1C
 : 1, i, 9%, 10%, 21%, 1.1%, -4%, 5, 16, -4%
- Cc1cccc(NC(=O)c2sc3nc(-c4ccc(F)cc4)cn3c2C)n1
 : 1.1, i, 4%, -5%, 7%, -2.7%, -4%, 1, 7, 8%
- CC(C)=CCN1CCN(Cc2cccn2-c2nccs2)CC1CCO (stereo not given)
 : 1.1, i, 6%, 4%, 3%, -6.5%, -6%, -22, 7, 8%
- COc1ccc(C(=O)N2CCN(c3c(C)cccc3C)CC2)cc1OC
 : 1.1, i, -26%, -18%, -4%, -2.0%, -6%, 7, -4, 8%
- COC(=O)c1ccccc1NC(=O)C1CC(c2ccccc2O)=NO1 (stereo not given)
 : 1, i, 6%, 6%, 2%, 0.9%, -2%, 1, -3, -7%
- CCOC(=O)c1c(NC(=O)c2ccncc2)sc(C)c1C
 : 1, i, 11%, 9%, -10%, -0.7%, -2%, -9, -4, -13%
- CCC(=O)Nc1cccc2cccnc12
 : 1.1, i, -1%, 1%, 3%, -2.6%, -4%, -4, 8, 2%
- Cc1noc2ncnc(N3CCN(c4cccc(Cl)c4)CC3)c12
 : 1, i, -3%, -2%, 7%, -6.8%, -10%, 61*, 23*, 6%
- CNC(=O)C(=O)N/N=C/c1cccnc1
 : x, i, x, x, 16%, x, -4%, x, x, 8%
- CCOc1cc(CO)ccc1OCC(=O)N1CCCCC1
 : 1.1, i, 6%, 6%, 1%, -5.7%, -8%, 4, 19, -1%
- Cc1csc(NC(=O)C2CCCC2)n1
 : 1, i, -14%, -19%, 0%, -3.7%, -1%, 1, 4, -6%
- CCOC(=O)c1c(NC(=O)C2=C(C)NC(=S)NC2c2ccccc2C(F)(F)F)sc(C)c1C (stereo not given)
 : 0.9, i, 19%, 10%, 6%, -6.2%, -6%, 56, 8, 3%
- O=C(NC(Cc1ccccc1)C(=O)O)/C(=C\c1ccco1)NC(=O)c1ccccc1Br (stereo not given)
 : 1.2, i, -9%, 5%, 13%, -7.7%, -5%, 0, 15, 31%
- CC1=NN(c2ccc(S(=O)(=O)O)cc2Cl)C(=O)C1
 : 1.1, i, -38%, -103%, 2%, -4.2%, -6%, -1, 5, -25%
- N#CCCN(CC(=O)O)S(=O)(=O)c1ccccc1
 : 1.1, i, 1%, -1%, 1%, -4.3%, -6%, 15, 25, -12%
- COc1ccc(C2c3c(C)nn(-c4ccccc4)c3NC(=O)N2c2ccccc2)cc1 (stereo not given)
 : 1.1, i, 3%, 2%, 0%, -3.8%, 3%, 8, 1, 5%
- COC(=O)c1ccc(COC(=O)CNS(=O)(=O)c2ccc(C)cc2)cc1
 : 1, i, -3%, -8%, 0%, 0.3%, 1%, -14, -14, -2%
- COC(=O)c1ccccc1NC(=O)COC(=O)/C=C/c1ccco1
 : 1.1, i, -15%, -6%, 1%, -6.2%, -6%, 13, -5, 11%
- CCNS(=O)(=O)c1ccc2nc(NC(=O)/C=C/c3cc(OC)c(OC)c(OC)c3)sc2c1
 : 1.1, i, 2%, -6%, -1%, -5.3%, -7%, -12, -37, 5%
- Oc1cnc2ccccc2c1CN1CCOCC1
 : 1.1, i, -30%, -34%, -3%, -4.9%, -6%, -3, 3, -3%
- CCCCNc1cc(Cl)nc(N)n1
 : x, i, x, x, 4%, x, -4%, x, x, -1%
- Cc1ccc(Cl)c(OCC(=O)OCC(=O)NC2CCCc3ccccc32)c1 (stereo not given)
 : 1.1, i, 13%, 2%, 1%, -5.0%, -1%, -8, 0, 0%

# In the list so far, 14 have a halogen:
# Each structure is followed by: TNAP activators, Yfh1-off respiration, human PMI inhibition, human PMI inhibitors, P. falciparum M1AAP, XIAP displacement, LYP inhibition, WT yeast gro inh, WT yeast gro inh mutant strain, P. falciparum M17LAP
- COc1ccc(S(=O)(=O)Nc2cccc(-c3ccc4nncn4n3)c2)cc1F
 : 1, i, -10%, -9%, 0%, -4.5%, -6%, 2, -1, 12%
- O=C(N/N=C/C(Cl)=C/c1ccccc1)c1ccccn1
 : 1, i, 12%, 4%, 8%, -4.5%, 1%, 0, -2, 5%
- O=C(/C=C/c1ccccc1[N+](=O)[O-])c1ccc(F)cc1
 : 1, i, 1%, 4%, 1%, -1.0%, -4%, -2, 4, 0%
- CCCOc1ccc(Cc2c(Cl)nc(SC)nc2N(C)C)cc1
 : 1.1, i, 12%, 2%, 0%, -13%, 1%, 64*, -18*, -11%
- COc1ccc(C(=O)/C=C/c2ccc(F)cc2)c(OC(=O)c2ccc([N+](=O)[O-])cc2)c1
 : 1.1, i, 7%, 8%, -1%, -1.9%, 10%, -1, -6, -6%
- Cc1ccc(-c2nnc3cccc(Cl)n23)cc1
 : 1.1, i, -12%, -11%, 4%, 0.0%, 1%, 9, 16, 5%
- Cc1c(N=Cc2ccc(-c3ccc(Cl)cc3)o2)c(=O)n(-c2ccccc2)n1C
 : 1, i, 9%, 10%, 21%, 1.1%, -4%, 5, 16, -4%
- Cc1cccc(NC(=O)c2sc3nc(-c4ccc(F)cc4)cn3c2C)n1
 : 1.1, i, 4%, -5%, 7%, -2.7%, -4%, 1, 7, 8%
- Cc1noc2ncnc(N3CCN(c4cccc(Cl)c4)CC3)c12
 : 1, i, -3%, -2%, 7%, -6.8%, -10%, 61*, 23*, 6%
- CCOC(=O)c1c(NC(=O)C2=C(C)NC(=S)NC2c2ccccc2C(F)(F)F)sc(C)c1C (stereo not given)
 : 0.9, i, 19%, 10%, 6%, -6.2%, -6%, 56, 8, 3%
- O=C(NC(Cc1ccccc1)C(=O)O)/C(=C\c1ccco1)NC(=O)c1ccccc1Br (stereo not given)
 : 1.2, i, -9%, 5%, 13%, -7.7%, -5%, 0, 15, 31%
- CC1=NN(c2ccc(S(=O)(=O)O)cc2Cl)C(=O)C1
 : 1.1, i, -38%, -103%, 2%, -4.2%, -6%, -1, 5, -25%
- CCCCNc1cc(Cl)nc(N)n1
 : x, i, x, x, 4%, x, -4%, x, x, -1%
- Cc1ccc(Cl)c(OCC(=O)OCC(=O)NC2CCCc3ccccc32)c1 (stereo not given)
 : 1.1, i, 13%, 2%, 1%, -5.0%, -1%, -8, 0, 0%

# Source: PubChem BioAssay (several laboratories)
